KOR beta-arrestin-1 = KOR antagonists, beta-arrestin recruitment, cell-based, luminescence, uHTS (AID 1778) | KOR beta-arrestin recruitment, luminescence, antagonist mode; higher % means a stronger effect | inhibition, % at 10 µM; hits with a dose series show IC50 in µM | 290,000 tested, 0.091% active; further: strong numbers were not always called active
West Nile virus CPE = inhibition of WNV-induced cytopathic effect – cell-based, CPE readout (AID 1621); West Nile virus-infected cells, CPE inhibition; higher % means a stronger effect; CPE inhibition, % at 10 µM; hits with a dose series show IC50 in µM; 290,000 tested, 0.02% active; in the data active means a potency from the dose series; inconclusive means CPE inhibition mostly from about 3.7% at the one dose, without a potency; inactive means the rest, 99 in 100 with CPE inhibition below about 2.2%; further: strong numbers were not always called active
NS5 inhibitors = Dengue-2 NS5 methyltransferase inhibitors, primary screen, biochemical, confirmation dose response (AID 588689). 340,000 tested, 0.3% active. inhibition, % at 25 µM; hits with a dose series show IC50 in µM. Dengue-2 NS5 methyltransferase capping enzyme assay, biochemical; higher % means a stronger effect; in the data active means a potency from the dose series; inconclusive means inhibition above about 29% without an active follow-up result
HIV fusion peptide = cell-free HIV fusion peptide-binding blockers – biochemical, uHTS, fluorescence dequenching, primary screen (AID 1986) | inhibition, % at 20 µM, or IC50 in µM where a hit was titrated | 290,000 tested, 0.3% active | cell-free peptide binding, fluorescence dequenching, 30 min; higher % means a stronger effect; in the data active means inhibition mostly above about 52%, no sharp cut-off; inactive means mostly below about 76%; further: some results filed as inactive read as strong as hits
AID2073 = disruptors of CaV2.2 binding to Mint1 – biochemical, HTRF (AID 2073); HTRF protein-protein interaction, Mint1-CaV2.2; higher % means a stronger effect; inhibition, % at 20 µM; hits with a dose series show IC50 in µM; 290,000 tested, 0.19% active; in the data active means inhibition mostly above about 51%, no sharp cut-off; inconclusive means no clear call, values can overlap the other calls; inactive means mostly below about 53%; further: some results filed as inactive read as strong as hits
NOD1 NF-kB reporter = NOD1 signaling inhibitors, primary screen, cell-based, luminescence, uHTS (AID 1578); NOD1-driven NF-kB luciferase reporter cells, luminescence; higher % means a stronger effect; inhibition, % at 4 µM, or EC50 in µM where a hit was titrated; 290,000 tested, 1% active; in the data active means inhibition mostly above about 36%, no sharp cut-off; inactive means mostly below about 34%;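 further: HEK-293T reporter cells stimulated with the NOD1 agonist gamma-tri-DAP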
NOD2 inhibition = inhibition of NOD2-driven NF-kB reporter – cell-based, luminescence, uHTS, HEK293 (AID 1566); HEK293 NOD2/NF-kB luciferase reporter, luminescence; higher % means a stronger effect; inhibition, % at 4 µM; hits with a dose series show EC50 in µM; 290,000 tested, 0.63% active; further: many of its hits are not listed in these tables
Yfh1-off respiration = enhancers of respiration in Yfh1-depleted yeast, dose response, Friedreich's ataxia, plus single-dose screen (AID 1465); 220,000 tested, 0.074% active; one-dose fold induction at 50 µM; EC50 in µM for titrated hits; S. cerevisiae Yfh1-off respiration, WST-1 reduction, 72 h; higher fold induction means a stronger effect;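 active means fold induction of absorbance versus untreated yeast above a set limit, then at least 30% activation at any dose in follow-up; inconclusive means repeats straddling the limit, or above it without dose testing; inactive means fold induction below the set limit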;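 further: activators that raise dye reduction in frataxin-depleted yeast; strong numbers were not always called active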
KOR beta-arrestin-2 = kappa opioid receptor activators – cell-based, luminescence, uHTS, primary screen (AID 1777) | 280,000 tested, 0.02% active | activation, % at 10 µM; hits with a dose series show EC50 in µM | KOR beta-arrestin recruitment, luminescence; higher % means a stronger effect; in the data active means activation above about 50%, passing the limit was not always enough; further: a part of the inactive calls stands beside numbers as strong as those of hits
* = called active by the depositor; i = inactive; u = inconclusive; x = no result given; [ ] = remark or other dose. Unless noted, no stated cut-off is given here; in the data, active means inhibition above about 50%; inactive means the rest. An excerpt; the hit share may differ from the screen's.

| canonical_smiles | KOR beta-arrestin-1 | West Nile virus CPE | NS5 inhibitors | HIV fusion peptide | AID2073 | NOD1 NF-kB reporter | NOD2 inhibition | Yfh1-off respiration | KOR beta-arrestin-2 |
| --- | --- | --- | --- | --- | --- | --- | --- | --- | --- |
| CN(C)c1ccc(NC(=O)Cn2ncn3c(cc4ccccc43)c2=O)cc1 | -23% | -0.2% | 4% | 2.0% | -6% | -31% | 3% | i | 4.3% |
| COC(=O)CCSCc1cn2cc(Cl)ccc2n1 | -19% | 0.2% | -2% | -1.3% | -6% | -19% | 4% | i | -1.8% |
| CC(NC(=O)c1cccnc1)C(=O)O (configuration not stated) | 24% | 0.0% | 1% | -1.2% | -5% | 8% | -7% | i | -3.8% |
| C=CCN(C(=O)CNC(=O)c1cccs1)C(C(=O)NC1CCCCC1)c1cccnc1 (configuration not stated) | 6%[20 µM] | 1.1% | x | -1.1% | 3% | -16% | 11% | i | -7.1% |
| CC(C)NC(=O)c1ccc2c(=O)n(CC3CCCO3)c(=S)[nH]c2c1 (configuration not stated) | -8% | 0.4% | -4% | 0.2% | 3% | -14% | 8% | i | 0.1% |
| CCCCn1c(-c2ccccc2C)nc2cc3[nH]c(=O)c(C(C)C)nc3cc21 | -40%[20 µM] | 1.2% | 2% | 2.9% | 23% | -10% | 10% | x | -3.9% |
| CCCc1cc(C(=O)N2CCC(n3nccc3NC(=O)c3ccc(OC)cc3)CC2)no1 | -41% | -0.3% | -11% | 0.4% | -4% | -47% | -6% | x | 7.4% |
| COc1cccc(-n2nc(C(=O)Nc3ccc4c(c3)OCO4)c3ccccc3c2=O)c1 | 10% | 1.8% | 2% | -2.4% | 1% | -6% | 3% | i | 1.3% |
| CCOC(=O)C1=C(CSc2nnnn2C)N(C)C(=O)NC1c1ccccc1 (configuration not stated) | 8% | 0.0% | x | -1.1% | 2% | -5% | 14% | i | -4.5% |
| COc1nccnc1NS(=O)(=O)c1ccc(NCc2ccccc2O)cc1 | -10% | -1.1% | 3% | 1.0% | 22% | -30% | 0% | x | -0.9% |
| COCCN(CCOC)S(=O)(=O)c1ccc(C(=O)Nc2sc3c(c2C(N)=O)CCCCC3)cc1 | 17% | -0.8% | -1% | 13% | -3% | -33% | 18% | i | -1.6% |
| CCOC(=O)C1(Cc2ccccc2C)CCCN(C(=O)c2ccccn2)C1 (configuration not stated) | -6%[20 µM] | -0.7% | -12% | 1.3% | 16% | -34% | -32% | i | x |
| CCOC(=O)C1Nc2ccc(C(=O)O)cc2C2C=CCC12 (configuration not stated) | -8%[20 µM] | -0.1% | 45µM* | 38% | 31% | -17% | 8% | x | -3.8% |
| COc1ccc(N(CC(=O)NC(C)C)C(=O)CCC(=O)Nc2ccccn2)cc1 | 7%[20 µM] | -0.1% | -7% | 0.0% | -4% | -16% | -6% | x | 4.9% |
| Cc1ccccc1C(=O)Nc1nnc(-c2ccco2)o1 | -19%[20 µM] | 0.4% | -4% | 0.7% | 1% | -25% | -46% | i | -0.8% |
| CCCCCCOC(=O)C(C#N)c1nc2ccccc2nc1N1CCN(CC)CC1 (configuration not stated) | 18% | 3.1% | -6% | -2.3% | -12% | 0% | 8% | i | 1.0% |
| COc1ccc2c(c1OC)CN(C)CCc1cc3c(cc1C(=O)C2)OCO3 | 27%[20 µM] | 0.0% | -1% | -0.7% | 2% | -38% | -11% | i | x |
| Cc1ccc(C)c(N2CCN(C3CCCCC3NS(=O)(=O)c3ccccc3)CC2)c1 (configuration not stated) | -26% | 1.9% | -1% | -0.5% | 11% | -33% | 1% | x | -1.1% |
| Cc1cc(C)cc(-n2ncc3c2CCCC3NC(=O)CCN2Cc3ccccc3C2=O)c1 (configuration not stated) | -6% | 0.1% | -3% | 1.7% | 11% | -33% | -2% | x | -0.1% |
| COCC1CCN(C(=O)CC2C(=O)NCCN2Cc2cccc(Oc3ccccc3)c2)CC1 (configuration not stated) | 11% | -0.3% | 3% | -0.1% | 8% | -14% | 5% | x | 2.1% |
| CN(C)c1ccc(/C=N/N2CCN(Cc3ccccc3Cl)CC2)cc1 | 23%[20 µM] | -1.1% | -8% | -0.3% | -6% | -27% | -24% | x | 2.6% |
| CC1(C)c2cc(O)ccc2OC1N1CCOCC1 (configuration not stated) | 27% | 0.5% | -3% | -1.1% | 6% | -5% | 7% | x | -5.2% |
| CCc1nnc(NC(=O)CSc2nc(-c3ccccc3)cc(-c3ccc(F)cc3)c2C#N)s1 | 1% | -0.2% | -6% | -2.8% | 50% | x | -15% | i | 1.4% |
| CC(=O)Nc1ccc(CC(=O)NCCC(c2ccccc2)c2ccccc2)cc1 | -15% | 2.8% | -7% | -1.9% | 21% | 18% | -49% | x | -0.8% |
| COc1cccc(CN2C(=O)CCC2(C)C(=O)NC2CCCC2)c1 (configuration not stated) | -6% | -0.3% | -13% | 27% | -6% | 4% | 5% | i | 5.3% |
| O=C(NCC1CCCO1)C1CCN(C2CCN(Cc3cccs3)CC2)CC1 (configuration not stated) | 5% | -0.5% | -3% | 1.4% | 2% | -4% | 8% | i | x |
| COc1ccc(C(CNC(=O)c2ccc(S(=O)(=O)N(C)C)cc2)N(C)C)cc1 (configuration not stated) | 12% | -0.3% | -4% | -0.6% | 21% | -24% | 14% | i | -1.4% |
| CCc1ccccc1N(C(=O)c1ccco1)C(C(=O)NC1CCCC1)c1cccnc1 (configuration not stated) | -33% | -0.3% | -2% | -0.6% | 11% | -10% | -6% | x | -0.5% |
| CCCC(c1nnnn1Cc1cccs1)N1CCN(c2ccc(OC)cc2)CC1 (configuration not stated) | 9% | -0.1% | -2% | -1.8% | -15% | -22% | -5% | i | 8.9% |
| CCOC(=O)N1CCN(C(=O)c2cn(-c3ccc(C)c(C)c3)c(=O)c3ccccc23)CC1 | 32% | 0.7% | -4% | -0.5% | -5% | -16% | 11% | i | -6.7% |
| COc1ccc(N2CCN(C(=O)c3cccc(Br)c3)CC2)c([N+](=O)[O-])c1 | -9%[20 µM] | -1.2% | 8% | -2.6% | -4% | -24% | -17% | i | -3.9% |
| COc1cccc(OC)c1NC(=O)CN1CCC(NC(=O)c2cccc(F)c2)CC1 | -38% | 0.5% | -11% | 0.1% | 13% | -6% | -7% | i | -2.0% |
| Cc1[nH]c2ccc(CNS(=O)(=O)c3ccc(S(=O)(=O)N4CCOCC4)cc3)cc2c1C | 4% | -1.0% | -5% | -2.0% | 25% | -15% | 1% | i | -6.2% |
| Cc1ccc(/C(N)=N/OC(=O)Oc2ccccc2)cc1 | -41% | 0.0% | 0% | -0.5% | 3% | -10% | 1% | i | 3.6% |
| CC1CN(C(=O)c2ccc(Oc3ccccc3)cc2)CC(C)O1 (configuration not stated) | -8% | -1.3% | 4% | 0.8% | 31% | -2% | 14% | i | 0.5% |
| CN(C)S(=O)(=O)c1cccc(NC(=O)COC(=O)c2cc(=O)c3ccccc3o2)c1 | 4% | 0.2% | 2% | 2.4% | 8% | 0% | 8% | i | 5.0% |
| C=CCN1CCN(C(c2cc(OC)ccc2OC)c2nnnn2CC2CCCO2)CC1 (configuration not stated) | -11% | -0.4% | 1% | -0.6% | 8% | 11% | -3% | i | -4.6% |
| CN(C(=S)Nc1ccc(Oc2ccccc2)cc1)c1ccc(O)cc1 | -15% | -1.4% | x | 12% | 11% | 62% | 8% | u | 3.5% |
| COc1ccc(C(=O)Nc2nc(C)c(C)s2)cc1OC | 5% | -0.4% | -1% | 0.0% | -6% | -53% | -39% | i | -5.1% |
| COC(=O)c1ccc(OCC(=O)c2ccc(C)c(C)c2)cc1 | -4% | -0.3% | -1% | -0.6% | 2% | -40% | -2% | i | -3.9% |
| Cc1ccc(NC(=O)c2cccc3c2C(=O)N(C2CCCCC2)C3)c(C)c1 | -16% | -0.2% | -5% | -0.6% | 10% | 12% | 10% | x | -0.5% |
| COc1ccc(-c2nc(Cn3c(SCc4ccc(F)cc4)nc4ccncc43)c(C)o2)cc1OC | 8% | -0.1% | -10% | 0.7% | 8% | -8% | 6% | i | 5.0% |
| Cc1ccc(NS(=O)(=O)c2ccc(C)c(C(=O)N3CCN(C)CC3)c2)cc1 | -27% | 0.3% | -1% | -0.4% | 13% | -15% | -3% | i | 5.4% |
| O=C(O)CCn1c2c(c3ccccc31)CCCC2 | 2% | -0.5% | u | 1.6% | -7% | -4% | 6% | i | x |
| O=C1C=CC(=O)N1c1ccc(O)cc1 | 16% | 0.1% | 19% | -1.4% | 87% | -1% | 4% | i | -3.5% |

Only AID2073 and KOR beta-arrestin-1 (3 entries from above):
| SMILES | AID2073 | KOR beta-arrestin-1 |
| --- | --- | --- |
| COC(=O)CCSCc1cn2cc(Cl)ccc2n1 | -6% | -19% |
| CC(NC(=O)c1cccnc1)C(=O)O (configuration not stated) | -5% | 24% |
| C=CCN(C(=O)CNC(=O)c1cccs1)C(C(=O)NC1CCCCC1)c1cccnc1 (configuration not stated) | 3% | 6%[20 µM] |

New compounds follow:
| canonical_smiles | KOR beta-arrestin-1 | West Nile virus CPE | NS5 inhibitors | HIV fusion peptide | AID2073 | NOD1 NF-kB reporter | NOD2 inhibition | Yfh1-off respiration | KOR beta-arrestin-2 |
| --- | --- | --- | --- | --- | --- | --- | --- | --- | --- |
| CCCCSc1nc2c(cnn2-c2ccc(Cl)cc2)c(=O)[nH]1 | -5% | x | 3% | -0.2% | u | -14% | 13% | x | -2.1% |
| Cc1cc(NC(=O)C2CCCN(S(=O)(=O)c3c(C)noc3C)C2)no1 (configuration not stated) | -22% | 0.1% | 0% | 1.3% | -7% | -3% | 23% | i | -6.0% |
| CCOC(=O)C1CCN(c2c(NCc3ccc(C(=O)NCCC(C)C)cc3)c(=O)c2=O)CC1 | -18% | 0.5% | 2% | 1.6% | 2% | -36% | 3% | i | 12% |
| Cc1ccccc1C(=O)N1CCN(c2ccc(NC(=O)c3ccco3)cc2)CC1 | 0% | 0.3% | -10% | -0.5% | 0% | -2% | -23% | x | -2.5% |
| CC(C)CN(C(=O)COC(=O)c1ccc([N+](=O)[O-])o1)C1CCS(=O)(=O)C1 (configuration not stated) | 14% | -0.9% | -3% | 1.6% | 1% | -12% | 15% | i | -0.8% |
| CCOC(=O)C1CCN(C(=O)C2CCC(=O)N(Cc3cccc(C(F)(F)F)c3)C2)CC1 (configuration not stated) | 18% | -0.8% | -4% | -0.5% | -3% | -14% | 0% | x | -2.9% |
| CCCCC[C@H]1CN(CCCC)C(=O)[C@@H]1CC(=O)NCc1ccccc1 | 4%[20 µM] | -1.7% | -7% | -1.4% | 2% | 2% | -14% | x | x |
| COC(=O)c1nc2nc(C)cc(C(F)(F)F)n2n1 | 28% | 1.0% | -9% | -2.0% | 1% | 6% | -3% | i | -3.4% |
| COc1ccc(-c2nn(-c3ccccc3)cc2C(=O)NC(=S)Nc2cc(Cl)ccc2Cl)cc1 | 4% | 0.6% | -8% | 0.3% | -14% | 8% | -22% | i | -1.6% |
| O=C(COc1ccc2c3c(c(=O)oc2c1)CCCC3)NCCCn1ccnc1 | -30% | -0.1% | 8% | 1.3% | 4% | -31% | 7% | x | 3.2% |

NS5 inhibitors: entries above that show a hit
Structure,KOR beta-arrestin-1,West Nile virus CPE,NS5 inhibitors,HIV fusion peptide,AID2073,NOD1 NF-kB reporter,NOD2 inhibition,KOR beta-arrestin-2
CCOC(=O)C1Nc2ccc(C(=O)O)cc2C2C=CCC12 (configuration not stated),-8%[20 µM],-0.1%,45µM*,38%,31%,-17%,8%,-3.8%

Compound activity (PubChem BioAssay)
